Assay outcomes deposited in PubChem BioAssay by National Center for Advancing Translational Sciences (NCATS).
AmpC inh detg: blocks E. coli AmpC beta-lactamase in detergent assay. AmpC hydrolysis of nitrocefin, absorbance 480 nm, 0.01% Triton. P00811. Potency, µM (series often up to 114 µM), without a hit: top-dose activity change, negative = inhibition, hits mostly inhibitors. 370,000 compounds, 0.041% hits;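 also: potency is read from the fitted curve at half-maximal effect; 0% = no-compound wells and -100% = no-enzyme wells; nearly all actives have a fitted effect of over 25% in size; some results filed as inactive show a strong effect at the top dose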
Target sequence (P00811 whole entry, looked up): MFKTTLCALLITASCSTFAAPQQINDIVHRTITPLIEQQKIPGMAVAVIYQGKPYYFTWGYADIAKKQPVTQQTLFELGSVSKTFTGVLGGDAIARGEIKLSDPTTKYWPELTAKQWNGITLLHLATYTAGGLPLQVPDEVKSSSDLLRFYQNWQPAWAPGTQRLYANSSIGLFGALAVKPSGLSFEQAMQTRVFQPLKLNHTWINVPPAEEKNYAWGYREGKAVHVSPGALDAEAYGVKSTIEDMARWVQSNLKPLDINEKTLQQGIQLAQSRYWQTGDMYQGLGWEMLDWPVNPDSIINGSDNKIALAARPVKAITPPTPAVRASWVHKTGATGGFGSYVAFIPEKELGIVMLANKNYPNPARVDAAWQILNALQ
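20 mM phosphate pH 7.0 + 0.01% (detergent screen) or 0.0001% Triton X-100; 5.3 nM AmpC reagent; cpd preinc 15 min RT; nitrocefin (800 uM stock) to start; A480 q20 s × 4 min; Activity was normalised to no-enzyme and no-compound control wells.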
AMA1-RON2 inh: AMA1-RON2 (P. falciparum) interaction inhibition. AlphaScreen AMA1-biotinylated RON2 peptide binding. Potency, µM (titrated, usually from 58.2 µM), for the others: top-dose activity change, negative = inhibition, usual class: inhibitors. 360,000 compounds, 0.2% hits;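 also: potency is read from the fitted curve at half-maximal effect; 0% = vehicle wells and -100% = peptide control; nearly all actives have a fitted effect of over 45% in size; some results filed as inactive show a strong effect at the top dose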
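AMA1 (3D7) with his tag at 25 nM final met compounds first, then biotinylated RON2 peptide at 25 nM; detection used donor plus acceptor beads, 10 µg/mL apiece, read by AlphaScreen after 30 min at room temperature.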
AmpC inh no detg: blocks E. coli AmpC beta-lactamase in detergent-free assay; Potency, µM (doses to about 57.1 µM), without a hit: at the top dose activity change, negative = inhibition, usual class: inhibitors; AID 485341; 330,000 compounds, 0.52% hits; P00811; AmpC nitrocefin hydrolysis, absorbance 480 nm, 0.0001% Triton;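 also: potency is read from the fitted curve at half-maximal effect; plate controls were no compound for no effect and no enzyme for full effect; nearly all actives have a fitted effect of over 20% in size; some results filed as inactive show a strong effect at the top dose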
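AmpC (5.3 nM in the dispensed reagent) in 20 mM phosphate pH 7.0 with 0.01% (detergent screen) or 0.0001% Triton X-100 was preincubated with compounds for 15 min at room temperature. Nitrocefin was then added from an 800 uM solution, and hydrolysis was followed at 480 nm.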
HCMV antiviral: human cytomegalovirus inhibition; activity change, negative = inhibition, % at 57.5 µM; HFF cells, HCMV-luciferase reporter, 72 h; hits give low values; AID 1259415; 410,000 compounds, 4.5% hits; in the data active = activity change below about -60%; inconclusive = no clear call, values can overlap the other calls; inactive = above about -39%; also: % is scaled to controls: 0 for no effect and ±100 for the full control effect
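HFF cells seeded 16 h at 37C, treated with compounds, infected with luciferase-reporter HCMV at MOI 1 PFU/cell; luciferase read at 72 h post infection, normalized to buffer-only and Salinomycin controls.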
Cycloheximide cs: affects cycloheximide protein synthesis inhibition readout, counter-screen; cell reporter, cycloheximide protein synthesis inhibition counterscreen; max response, %; 300,000 compounds, 12% hits; AID 2314; in the data active = max response mostly above about 13%, no sharp cut-off; inactive = mostly below about 14%; also: read at 38.3 µM for the half of the compounds with a filed dose; 0% is about no effect
Giardia FBPA inh: blocks Giardia fructose-bisphosphate aldolase activity; purified Giardia FBPA; Potency, µM (titrated, usually from 59.6 µM), without a hit: at the highest dose activity, negative = inhibition, actives largely listed as inhibitors; 290,000 compounds, 0.71% hits; AID 2451; also: potency is read from the fitted curve at half-maximal effect; % is scaled to controls: 0 for no effect and ±100 for the full control effect; nearly all actives have a fitted effect of over 55% in size
Target sequence (A8B2U2 whole entry, looked up): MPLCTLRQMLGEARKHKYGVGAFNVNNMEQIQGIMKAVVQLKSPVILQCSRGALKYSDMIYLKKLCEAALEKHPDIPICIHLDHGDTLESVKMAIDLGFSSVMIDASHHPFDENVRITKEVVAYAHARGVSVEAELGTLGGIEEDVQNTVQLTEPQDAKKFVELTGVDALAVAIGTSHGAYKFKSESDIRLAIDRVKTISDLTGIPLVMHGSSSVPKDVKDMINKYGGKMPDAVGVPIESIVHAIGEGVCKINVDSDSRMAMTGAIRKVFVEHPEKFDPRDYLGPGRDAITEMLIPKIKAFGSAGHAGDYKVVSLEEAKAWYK
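Giardia FBPA (40 nM reagent) was preincubated 10 min at RT with compound (up to 57.5 uM final), then substrate plus GAPDH/TPI/NAD/arsenate coupling system with diaphorase/resazurin was added; resorufin fluorescence (525/598 nm) was read after 20 min.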
Shiga inhibitor: Shiga toxin inhibition; inhibition, % at 38.7 µM; AID 2315; 290,000 compounds, 9.2% hits; Vero cells, Shiga toxin protein synthesis inhibition reporter; in the data active = inhibition mostly above about 28%, no sharp cut-off; inactive = mostly below about 43%; also: 0% is about no effect
Active calls of the source: *; i = inactive; ? = inconclusive; / = not tested or not shown; + = active, no number; & = joins results of further samples; [ ] = remark or other dose. Unless noted, calls follow the shape of the dose curve; as a rule, active = well fitted curve in the direction sought with a large enough effect; inconclusive = small, poorly fitted or top-dose-only effect, or another doubt; inactive = no such curve, though single readings can be large; an effect the other way counts as inactive or inconclusive.

Values in the order – AmpC inh detg, AMA1-RON2 inh, AmpC inh no detg, HCMV antiviral, Cycloheximide cs, Giardia FBPA inh, Shiga inhibitor
> CC(C)C[C@H](N)c1nnc(SCC(=O)Nc2ccc(Br)cc2)o1
    -9%, 108%[activator], 35%, ?, -7, /, -3
> N#Cc1ccc2c(c1)C[C@]1(CCCCN3C(=O)c4ccccc4C3=O)Oc3c(c(=O)oc4ccccc34)C2O1
    ?, /, ?, /, -1, -4%[12.9 µM], i
> COc1ccc(-n2c(=O)[nH]cc(C(=O)N3CCc4ccccc43)c2=O)cc1
    5%, -1%, -23%, ?, -2, 4%, -3
> Cc1ccc(C)c(NC(=O)Cc2csc(-c3ccccc3)n2)c1
    0%, 14%, -8%, -27, -2, 7%, -14
> O=C(CN1C(=O)c2ccccc2C1=O)NC1CCCCC1
    -8%, 9%, -18%, 10, 1, /, 1
> Cc1cc(NC(=O)c2cccc(Oc3ccccc3)c2)n[nH]1
    -6%, 20%, -40%, -71*, 29*, -5%, 91*
> COc1ccccc1C(=O)Nc1nc2ccc(S(C)(=O)=O)cc2s1
    1%, 4%, -7%, -1, 17*, 5%, +
> O=C(NCC1CCCCC1)C1CCC(=O)N(CCc2cccc(F)c2)C1 (stereo unspecified)
    -3%, -2%, 64%[activator], -26, 1, 20%, 21
> Cc1ccccc1CNS(=O)(=O)c1csc(C(N)=O)c1
    4%&5%, 12%, -22%, 0&9, 6, /, -3
> Cc1cc(OCC(=O)OCC(=O)NC2CCCCCC2)ccc1Cl
    5%, 7%, -10%, -7, /, /, /
> CCC(C)Nc1nc2c(c(=O)n(C)c(=O)n2C)n1Cc1cccc(C)c1 (stereo unspecified)
    -14%, 5%, 38%, 5, -7, -4%, -6
> COc1ccc(NC(=O)CS(=O)CC(=O)Nc2ccc(NC(C)=O)cc2)cc1 (stereo unspecified)
    -7%, 6%, -7%, -11, 0, 6%, -12
> CCOC(=O)c1[nH]c2cc(OC)c(OC)cc2c1NC(=O)C(C)N1CCN(Cc2ccccc2)CC1 (stereo unspecified)
    -7%, 11%, 109%[activator], 57, -4, -7%, -10
> O=C(O)c1cn(-c2ccc(F)cc2)c(=O)c2ccccc12
    5%, 19%, -23%, ?, 6, -16%, 10
> COc1ccc(-c2cnc(N)n2CC2CCCO2)cc1 (stereo unspecified)
    ?, 43%[activator], 70%[activator], 6, 22*, ?, 65
> Oc1ccc(CCNc2c3ccccc3nc3ccccc23)cc1O
    ?, ?, -31%, -100*, 12, -17%, /
> O=C(Nc1ccccc1)OCCNC(=O)c1cccc(Br)c1
    -1%, 6%, -34%, ?, 4, 3%, -3
> O=C(CN1CCC(n2nnc3cc(C(F)(F)F)ccc32)CC1)NNC(=O)c1ccco1
    -4%, 66%[activator], 13%, -3, -1, 2%, -11
> O=C(O)C1CCCN1C(=O)c1cccs1 (stereo unspecified)
    -4%, 2%, -14%, -23, -4, 14%, -8
> COc1ccc(NCN2C(=O)C3C4C=CC(C4)C3C2=O)cc1 (stereo unspecified)
    6%, -9%, -16%, -29, -2, -20%, -5
> Cc1ccc(-n2c(CCc3nc4ccccc4[nH]3)n[nH]c2=S)cc1
    2%, 107%[activator], -4%, -3, -3, -1%, -8
> [O-]/[N+](=C/c1ccco1)c1ccccc1
    2%, -6%, -11%, 0, 23*, 15%, 40
> CCN(CC(=O)NCc1ccncc1)S(=O)(=O)c1ccccc1
    4%, 6%, -18%, 3, -4, -1%, -2
> CC(/C=C1\SC(=S)N(NS(=O)(=O)c2ccccc2)C1=O)=C\c1ccccc1
    1%, -8%, -59%, -20, -2, 3%, -5
> O=C(N/N=C\c1ccc(-c2ccc([N+](=O)[O-])cc2)o1)C1COc2ccccc2O1 (stereo unspecified)
    4%, 5%[2.32 µM], -50%, 31, 4, -1%, 34
> C[C@@H]1CN([C@@H](C)CO)C(=O)c2cc(NC(=O)C3CC3)ccc2O[C@@H]1CN(C)C(=O)NC1CCCCC1
    /, 16%, 153%[activator], 36, /, /, /
> COc1ccc2cc3cc(C(=O)NCC4COc5ccccc5O4)oc3nc2c1 (stereo unspecified)
    -4%, 0%, -58%, -24, 40*, 4%, 36
> NNC(N)=O
    0%, 15%, -4%, 47, /, -8%, /
> CCCC(=O)Nc1ccc(C(=O)Nc2nnc(COC)s2)cc1
    -4%, -1%, -19%, 100, 1, -11%, -13
> Cc1cccc(N(C)C(=O)CCS(=O)(=O)c2cc3c(cc2Cl)NC(=O)CO3)c1
    -10%, 5%, -46%, -23, -1, 7%, 1
> COc1ccc(NCc2nnc(SCC(=O)Nc3nc(-c4ccccc4)cs3)n2-c2ccccc2)cc1
    -4%, -1%, -58%, -82*, -5, -5%, -8
> COc1ccc(NC(=O)CN(C)C(=O)c2ccc(NS(=O)(=O)c3ccc(C)c([N+](=O)[O-])c3)cc2)cc1
    ?, 0%, -50%, -8, /, /, /
> COc1ccc2[nH]c(C(=O)O)c(NS(=O)(=O)c3ccc(OC)c(OC)c3)c2c1
    ?, -7%, -24%, 71, -1, 9%, 34
> O=C(CCCCCNc1nc(=S)[nH]c2ccccc12)NCCc1ccc(Cl)cc1
    -5%, 35%[activator], 20µM*, 16, 6, 7%, 9
> NNC(=O)C1=NOC(CNc2ncc(C(F)(F)F)cc2Cl)C1 (stereo unspecified)
    2%, 4%, 2%, 15, 6, -5%, 10
> Cc1cc(C)cc(NC(=O)CCNS(=O)(=O)c2cc(Br)cnc2N)c1
    0%, -8%, -23%, -28, -3, /, -7
> COc1cc(C(=O)NC2CCCNC2)cc(OC)c1OC (stereo unspecified)
    -2%, /, -5%, /, -3, 2%, -5
> O=C(N/N=C/c1ccccc1Cl)c1cccc(F)c1
    ?, 12%, -37%, 58, 78*, -2%, 97*
> COc1ccc(C(=O)OCC(=O)N2CCOCC2)cc1S(=O)(=O)N1CCOCC1
    -17%, -2%, -14%, 0, /, /, /
> O=C(O)CCCCCN=Cc1c(O)c2ccccc2oc1=O
    1%, -15%, -25%, -15, -4, 2%, 23
> C=CC(COCc1ccccc1)N(Cc1ccccc1)S(=O)(=O)c1ccccc1Br (stereo unspecified)
    8%, 14%, -10%, ?, 5&-2, -3%&-18%, 15&-3
> CCOc1ccc(NC(=O)COC(=O)CSCC(=O)Nc2ccc(C)cc2C)cc1
    0%, -6%, -11%, 0, /, /, /
> COc1ccc(-c2cc(C#N)nc(N3CCNCC3)n2)cc1
    4%, -15%, -1%, 19, -1, 10%, -12
> COc1ccc(CCNC(=O)Cn2c(=O)n(CC3CCCO3)c(=O)c3cc(OC)c(OC)cc32)cc1OC (stereo unspecified)
    -1%, 13%, 0%, ?, 0, 3%, -8
> COc1ccc(-c2noc(-c3cc(Cl)ccc3Cl)n2)cc1OC
    -1%, /, -4%, /, -3, 7%, -9
> COc1ccccc1Cn1cnc2cccnc21
    -14%, -4%, -22%, -16, 0, -5%, -21
> CC1(C)CC(=O)c2cnc(N3CCc4ccccc43)nc2C1
    -2%, 16%, -6%, 40, 51*, 0%, 88*
> COC(=O)c1cccc(C(=O)Oc2cccc(Br)c2)n1
    2%, 39%[activator], -4%, -6, -3, -2%, -15
> CCCOc1ccc(N2CC(C(=O)Nc3ncccc3C)CC2=O)cc1 (stereo unspecified)
    -15%, 4%, -5%, 28, 2, 1%, -8
> CC1(C)CC(=O)C2=C(C1)Nc1ccccc1NC2c1ccc(F)c(F)c1 (stereo unspecified)
    -7%, -4%, -7%, 46, 1, -8%, -10

Continued:
Values in the order – AmpC inh detg, AMA1-RON2 inh, AmpC inh no detg, HCMV antiviral, Cycloheximide cs, Giardia FBPA inh, Shiga inhibitor
> CSc1ncccc1C(=O)OCC(=O)N1CCOCC1
    -19%, 2%, -27%, 3, -5, 2%, -2
> COc1ccccc1CNC(=O)CC(C)C
    1%, 0%, -9%, 14, 7, 4%, 14
> COc1ccccc1CNC(=O)CSc1nc(=O)n(Cc2ccncc2)c2c1CCC2
    0%, -4%, -8%, -13, /, /, /
> CC(C)N(C(=O)CSc1nnc(NC2CC2)s1)c1ccccc1
    2%, -7%, -17%, -4, /, /, /
> COc1ccc(CC(=O)Nc2ccc(C(=O)O)cc2NC(=O)Cc2ccc(OC)cc2)cc1
    0%, 0%, 3%, -8, -1, 14%, -8
> CCSc1nc(N2CCCCC2)c2c(c1C#N)CCCC2
    ?, 5%, -15%, 35, -5, 9%, -13
> Cc1ccc(N2CC(C(=O)NCCS(=O)(=O)N3CCN(c4ccccc4)CC3)CC2=O)cc1 (stereo unspecified)
    -9%&28%, -13%, -14%, -29&-17, 1, -4%, 4
> O=C(Nc1ccccc1C(F)(F)F)c1ccccn1
    -4%, 69%[activator], -37%, -22, 32*, -21%, 40
> CC(C)(C)c1cc(OC(=O)c2ccncc2)ccc1O
    5%, 9%, -21%, -17, -2, 2%, -4
> Cc1ccc(C(=O)NCCc2nnc3ccc(SCC(=O)Nc4ccc(C)cc4C)nn23)cc1
    -2%, 26%, 126%[activator], -7, -4, 1%, -5
> O=C(CCCSc1nc2ccccc2s1)NCc1ccc2c(c1)OCO2
    -2%, 1%[11.6 µM], -10%, -16, 17*, -1%, -19
> Cc1ccc(NC(=O)C2CCCN(S(=O)(=O)c3c(C)noc3C)C2)cc1F (stereo unspecified)
    1%, 58%[activator], -4%, 46, -3, 10%, 3
> Cc1ccc(C)n1-c1nnc(N2CCC(C(=O)NCCCN3CC(C)CC(C)C3)CC2)s1 (stereo unspecified)
    -3%, 10%, 70%[activator], -27, -4, /, -10
> O=C(N/N=C/c1cccc(O)c1)c1ccc2c(c1)OCCO2
    -6%, -4%, -23%, 157, 9, /, 9
> CC(C)(C)c1ccc(C(=O)NC(=O)COC(=O)CCS(=O)(=O)c2ccccc2)cc1
    -7%, -5%[11.6 µM], -4%, -14, /, /, /
> COc1cc(/C=N/NC(=O)c2ccc(CSc3nncn3C)cc2)ccc1OCC(=O)N1CC(C)OC(C)C1 (stereo unspecified)
    -7%, 7%, 0%[11.4 µM], -5, -2, 8%, -8
> CCN1C(=O)c2cccc3c(NC(=O)c4ccc5c(c4)OCCO5)ccc1c23
    -4%, 1%, -22%, 27, 13*, 1%, 10
